Screening data (PubChem BioAssay)
IP6K1 inh – IP6K1 kinase inhibition. Q92551. IP6K1 kinase, ADP-Glo luminescence, 2 h; stronger effect = lower value. activity change, % (series mostly up to about 58 µM). 140,000 compounds, 0.81% hits; in the data active means activity change below about -25%
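ADP-Glo luminescence measures ADP made by human IP6K1 during a 2 h RT reaction with ATP/IP6 (mix at 1.3 mM/130 uM); top library doses 57.5 and 19.1 uM final.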
NIH3T3 tox – kills NIH 3T3 cells; NIH 3T3 viability, CellTiter-Glo ATP luminescence, 48-72 h; Potency, µM (series often up to 96.7 µM), for the others: top-dose activity change, negative = cytotoxicity, hits mostly inhibitors; 94,000 compounds, 4.3% hits; further: potency means the concentration at half of the fitted maximal effect; nearly all actives have a fitted effect of over 55% in size
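Cells were seeded at 400 per well, treated with pin-transferred compound, and kept 48 or 72 hr at 37 °C before CellTiter-Glo addition and luminescence imaging of cellular ATP.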
HEK cytotox – HEK 293 cell cytotoxicity. 94,000 compounds, 6.6% hits. HEK 293 viability, ATP luminescence (CellTiter-Glo), 48-72 h. Potency, µM (highest dose often 115 µM), for inactives: top-dose activity change, negative = cytotoxicity, actives largely listed as inhibitors. AID 1345083; further: potency means the concentration at half of the fitted maximal effect; nearly all actives have a fitted effect of over 60% in size
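Cytotoxicity was scored by loss of ATP-coupled luminescence (CellTiter-Glo) in HEK 293 cells. Compound treatment ran 48 or 72 hr at 37 degree Celsius, 5% CO2, 95% humidity.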
Luciferase inh – Photinus pyralis luciferase inhibition. Potency, µM (doses to about 115 µM), inactives show top-dose activity change, negative = inhibition, hits mostly inhibitors. 76,000 compounds, 2.5% hits. P08659. purified P. pyralis luciferase, luminescence, biochemical; further: potency means the concentration at half of the fitted maximal effect; nearly all actives have a fitted effect of over 65% in size
Target sequence (P08659 whole entry, looked up): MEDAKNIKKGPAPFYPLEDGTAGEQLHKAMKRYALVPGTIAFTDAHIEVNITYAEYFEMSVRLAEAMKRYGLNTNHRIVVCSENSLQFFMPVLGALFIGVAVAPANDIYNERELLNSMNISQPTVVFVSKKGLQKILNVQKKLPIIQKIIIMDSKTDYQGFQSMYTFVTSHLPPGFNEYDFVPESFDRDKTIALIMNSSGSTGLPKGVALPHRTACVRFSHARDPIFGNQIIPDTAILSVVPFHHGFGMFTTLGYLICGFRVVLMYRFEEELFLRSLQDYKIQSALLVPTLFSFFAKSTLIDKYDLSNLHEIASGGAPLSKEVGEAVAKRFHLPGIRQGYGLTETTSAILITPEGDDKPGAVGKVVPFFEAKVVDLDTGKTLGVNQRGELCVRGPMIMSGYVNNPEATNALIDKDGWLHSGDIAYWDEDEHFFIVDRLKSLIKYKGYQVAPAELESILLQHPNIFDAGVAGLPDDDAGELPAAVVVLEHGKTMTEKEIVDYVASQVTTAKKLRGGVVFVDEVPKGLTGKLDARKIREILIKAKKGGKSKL
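Luminescence read by CCD imaging after purified firefly luciferase (10nM final) was added to substrate buffer holding 10uM D-luciferin and 10uM ATP, pH 7.5, pre-dosed with compound.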
HEK293 viab – cell viability loss counter-screen; 150,000 compounds, 0.12% hits; Potency, µM (doses to about 57.1 µM), without a hit: at the top dose activity change, negative = cytotoxicity, hits mostly cytotoxic; HEK-293-SNCA-luc viability, GF-AFC fluorescence, 24 h; AID 1671193;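 further: potency means the concentration at half of the fitted maximal effect; 0% = DMSO-treated cells and -100% = medium-only wells without cells; nearly all actives have a fitted effect of over 30% in size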
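Cytotoxicity counterscreen: after 24 h compound treatment of genome-edited SNCA-luciferase HEK-293 cells, live-cell protease substrate GF-AFC read by fluorescence after 30 min; activity scaled between DMSO (0%) and medium-only (-100%), curves Hill-fitted.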
SNCA expr inh – reduces expression of the alpha-synuclein gene. HEK-293 SNCA-luciferase knock-in, luminescence, 24 h. Potency, µM (doses to about 57.2 µM), without a hit: at the highest dose activity change, negative = inhibition, most hits filed as inhibitors. 140,000 compounds, 0.17% hits;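 further: potency means the concentration at half of the fitted maximal effect; plate controls were DMSO cells for no effect and cell-free wells for full effect; nearly all actives have a fitted effect of over 45% in size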
GPT2 inh – GPT2 alanine aminotransferase inhibition; Recombinant GPT2, coupled pyruvate oxidase/HRP Amplex Red fluorescence; Potency, µM (top dose mostly 57.7 µM), inactives show top-dose activity change, negative = inhibition, actives largely listed as inhibitors; AID 1671188; Q8TD30; 100,000 compounds, 0.25% hits; further: potency means the concentration at half of the fitted maximal effect; nearly all actives have a fitted effect of over 60% in size; many of its hits are not listed in these tables
Target sequence (Q8TD30 whole entry, looked up): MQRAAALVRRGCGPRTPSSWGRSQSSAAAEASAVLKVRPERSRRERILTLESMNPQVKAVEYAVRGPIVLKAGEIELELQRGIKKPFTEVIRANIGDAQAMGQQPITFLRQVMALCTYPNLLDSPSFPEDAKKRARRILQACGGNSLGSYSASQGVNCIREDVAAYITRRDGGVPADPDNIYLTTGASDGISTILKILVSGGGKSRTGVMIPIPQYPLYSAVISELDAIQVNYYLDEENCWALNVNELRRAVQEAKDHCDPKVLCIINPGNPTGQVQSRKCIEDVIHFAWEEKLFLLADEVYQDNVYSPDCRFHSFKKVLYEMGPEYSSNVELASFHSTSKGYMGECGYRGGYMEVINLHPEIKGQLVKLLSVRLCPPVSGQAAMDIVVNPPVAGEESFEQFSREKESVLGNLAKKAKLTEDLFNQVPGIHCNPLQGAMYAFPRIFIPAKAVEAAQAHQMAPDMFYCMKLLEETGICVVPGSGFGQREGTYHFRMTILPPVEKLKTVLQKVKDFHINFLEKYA
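Inhibition is scored from Amplex Red fluorescence generated when pyruvate oxidase and HRP act on pyruvate released by GPT2. Reactions contain 10ng/uL enzyme, 250uM a-KG and 2mM L-alanine and run 30 min at room temperature.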
* marks the source's active call; other numbers are inactive results; i = inactive; u = inconclusive; x = not tested or not shown; [ ] = remark or other dose. Unless noted, the call rests on the fitted dose curve; in most records, active means well fitted curve in the direction sought with a large enough effect; inconclusive means small, poorly fitted or top-dose-only effect, or another doubt; inactive means no such curve, though single readings can be large; an effect the other way counts as inactive or inconclusive. Unless noted, on the % scale 0 is the no-effect control and ±100 the full control effect. An excerpt; count on the stated rates, not on these rows.

SMILES,IP6K1 inh,NIH3T3 tox,HEK cytotox,Luciferase inh,HEK293 viab,SNCA expr inh,GPT2 inh
COc1ccccc1N1CCN([C@H]2[C@@H]3OC[C@@H](O3)[C@@H](NCc3ccc(-c4ccccc4)cc3)[C@@H]2O)CC1,-12.7,u,u,9.7%,-0.8%,-16.6%,u
CCN(CC)C(=O)Cn1c(SCC(=O)Nc2ccc(F)cc2)nc2ccccc21,-4.1,x,x,x,u,u,x
COc1ccccc1-n1c(SCC(=O)Nc2nc3ccc(C)cc3s2)nc2c(c1=O)SCC2,8.0,x,x,x,-26.2%[23.9 µM],x,i
CCOC(=O)c1c(NC(=O)c2nc(SC(C)C)ncc2Cl)sc2c1CCCC2,7.7,x,x,x,16.4%,u,x
O=C(NCc1nnc2n1C(C(=O)N1CCCC1)CC2)c1ccc(Cl)cc1Cl (stereo not given),-3.5,4.2%,i,x,-0.4%,17.9%,3.7%
C[S+](=O)([O-])c1ccc(-c2ncc3c(n2)OCCN(Cc2ccc(F)cc2F)C3=O)cc1,1.8,-17.0%,u,-11.4%,-14.9%,5.5%,2.1%
CO[C@@H]1C[C@@H]2CC(C)(C)OC[C@@]2(O)[C@H]1N1CCN(c2ccc([N+](=O)[O-])cc2)CC1,11.4,-31.3%[46.1 µM],u,x,-15.3%[23.9 µM],-2.5%[25.6 µM],-4.4%[27.3 µM]
Cc1noc(C)c1C(=O)N1CC(c2nc(CCc3ccccc3)no2)C1,-10.2,-10.7%,-7.8%,-1.2%,-3.0%,9.0%,i
CNC(=O)c1cnn2c1CN([S+](=O)([O-])c1cccc(C(F)(F)F)c1)CC2,2.4,-5.0%,-7.1%,x,3.1%,-2.8%,i
CC(C)c1cc2c(c(O)c1O[C@@H]1O[C@H](CO)[C@@H](O)[C@H](O)[C@H]1O)CC1(O)CCC(O)C(C)(C)C1CC2 (stereo not given in full),17.1,x,x,x,-14.3%[23.9 µM],x,i
Cc1ccc(-c2ccc3nnc(CNC(=O)c4ccco4)n3n2)cc1,2.7,i,i,2.3%,1.0%,35.3%,2.5%
COc1ccc(NC(=O)N2CCN3CCCCC3C2)cc1OC (stereo not given),33.1,x,x,x,-4.0%,-17.1%,x
Cc1noc(C)c1S(=O)(=O)N1CCCOCCNC(=O)[C@@H]2CCC[C@@H]21,3.2,2.0%,i,-1.1%,9.3%,26.0%,-4.0%
COCCOCC1(CNCc2c(C)noc2C)C[C@@H](O)[C@@H](O)C1 (stereo not given in full),2.2,i,i,2.7%[172 µM],2.3%[87.6 µM],-6.6%[87.6 µM],-1.0%[88.5 µM]
O=C(c1ccco1)N1CC[C@@H]2[C@@H](CCC(=O)N2CCC2=CCCCC2)C1,0.6,-19.2%,-0.9%,3.1%,1.8%,-20.1%,i
CC(=O)N1CC(CO)C2(CCN(C(=O)c3ccc(Br)cc3)CC2)C1 (stereo not given),5.9,i,i,9.1%,-8.8%[12.5 µM],33.8%[activator],i
CCCSc1ncc(Cl)c(C(=O)Nc2ccc(S(=O)(=O)N(C)c3ccccc3)cc2)n1,-0.4,x,x,x,21.1%,5.2%,x
CCS(=O)(=O)N1CCC(C(=O)NCCC(C)C)CC1,23.5,x,x,x,-5.9%,-15.4%,x
CN(C)c1ccc(-c2nnc([C@H]3CCN(Cc4ccco4)C3)o2)cc1,2.1,-19.2%[138 µM],u,u,-8.7%[87.6 µM],32.0%[activator][87.6 µM],1.5%[88.5 µM]
COc1ccc(CCNC(=O)c2ccc3c(c2)N(Cc2cccc(C)c2)C(=O)c2ccccc2S3(=O)=O)cc1OC,4.4,x,x,x,-2.9%,-8.3%,x
O=C(Nc1cccc2cccnc12)c1ccc(F)cc1,0.1,x,x,x,-11.5%,129.1%[activator],x
COc1cccc(NC(=O)/C(C#N)=C/c2c(C)n(Cc3ccc(Cl)cc3)c3ccccc23)c1,23.4,x,x,x,-21.1%,43.0%[activator],x
COCc1cc(=O)n(CC(=O)Nc2ccc(Br)cc2F)c(N2CCOCC2)n1,16.0,-5.0%,9.8%,3.2%,17.8%,8.3%,i
O=C(Cn1nc2c(cc1=O)CCCCC2)Nc1ccc(C(F)(F)F)cc1,25.6,-10.6%,-23.7%,-9.9%,-3.8%,47.6%[activator],-17.9%
CC(C)NC(=O)CN1C(=O)CCn2nc(-c3cn(C)c4ccccc34)cc21,16.6,x,x,x,12.6%,u,x
CN1CCC(N2CC3(CCC2=O)CCN(C(=O)c2ccccn2)CC3)C1 (stereo not given),-8.6,-1.2%,u,u,-3.3%,9.1%,i
O=C(N[C@@H](Cn1ccc(=O)[nH]c1=O)C(=O)O)C1CC1,12.2,-6.0%[230 µM],-16.9%[230 µM],-3.4%[230 µM],2.8%[87.6 µM],0.9%[87.6 µM],4.6%[88.5 µM]
COc1cccc(C(=O)Nc2ccc3c(c2)CCCN3C(=O)c2cccs2)c1OC,-13.0,x,x,x,-18.1%,18.8%,x
CSc1ccc(-c2ccc3c(c2)C(=O)N2CC[C@H](NC(=O)C4CCCC4)[C@H]2C(=O)N3)cc1,0.1,u,u,u,-7.3%,42.1%[activator],u
COCCCNC(=O)C(NC(=O)c1ccccc1C)C1CCN(C(=O)c2ccc(OC)cc2)CC1 (stereo not given),0.9,3.3%,2.3%,-3.3%,1.1%,-2.1%,i

Next part:
SMILES,IP6K1 inh,NIH3T3 tox,HEK cytotox,Luciferase inh,HEK293 viab,SNCA expr inh,GPT2 inh
CCN1C(=O)CN(C(=O)c2cccc(C)c2)CC12CCOCC2,17.2,-24.1%,-14.8%,-7.4%,-2.2%,31.0%[activator],i
O=C(Nc1cccc(F)c1)Nc1ccc2n(c1=O)C[C@H]1C[C@@H]2CN(C(=O)c2ccc(F)cc2)C1,-4.0,u,39.8µM*,10µM*,-21.6%,75.4%[activator],1.4%
CCOc1cc(C(Nc2cc(C)ccn2)c2ccc3cccnc3c2O)ccc1OC (stereo not given),4.8,x,x,x,u,u,x
Cc1cc(OCC(=O)N(Cc2ccc(N(C)C)cc2)CC2CCCO2)ccc1Cl (stereo not given),-12.4,x,x,x,-13.5%,0.6%,x
CN(C)c1ccc(-c2nnnn2[C@H]2CO[C@H]3[C@@H]2OC[C@@H]3NS(=O)(=O)c2cccc3cccnc23)cc1,4.3,u,-4.8%,-0.9%,-0.6%,u,-4.5%
Fc1cccc(-c2cnc([C@@H]3COCCN3Cc3ccc(Cl)cc3)[nH]2)c1,10.5,u,79.4µM*,3.0%[172 µM],-19.0%[87.6 µM],u,-16.0%[88.5 µM]
COCCOCc1nc(C2CCCCN2C(=O)c2ccc(OC)c(OC)c2)no1 (stereo not given),-4.7,-13.5%,-6.2%,-1.6%,-1.2%,-26.1%,i
O=C(c1cccc(O)c1)N1CCC2(CC1)Nc1ccccc1NC2=O,10.0,-12.8%,u,-5.3%,-2.2%,26.3%,-16.5%
CCc1ccc(CN(Cc2ccco2)c2cnc(S(C)(=O)=O)nc2C(=O)Nc2ccc(C)c(Cl)c2)cc1,-13.1,x,x,x,15.5%,-12.8%,x
COc1cccc(-c2cn3cc(C(=O)NCc4ccc(F)cc4)nc3s2)c1,-0.7,u,u,x,-25.9%,-12.3%,i
CC(=O)OC1=C(C(C)=O)N(Cc2ccccc2)S(=O)(=O)c2ccccc21,-12.9,x,x,x,5.3%,5.9%,x
COc1cccc(-c2cc3c(=O)n(CCNC(=O)c4ccccn4)ccn3n2)c1,-10.5,-23.2%,-21.3%,u,-4.2%,35.7%[activator],0.1%
O=C(NCCc1ccccc1)N(C1CCOCC1)C1CCN(Cc2cccnc2)CC1,1.8,-1.6%,0.7%,-5.8%,1.2%,1.5%,i
COc1ccccc1CNC(=O)C(C)C1CCOCC1 (stereo not given),5.5,-14.7%,-21.6%,-12.6%,-6.2%[12.5 µM],33.7%[activator],2.6%
O=C1NCCOCCN(S(=O)(=O)c2cccc3nsnc23)[C@@H]2CCCC[C@H]12,-2.7,-7.7%,i,-2.0%,-10.7%,9.4%,4.4%
COc1ccc(CCc2nc3nccc(-c4ccco4)n3n2)cc1,6.8,u,u,-18.0%,8.2%,0.5%,u
C=CC(=O)Nc1ccc2ncnc(Nc3ccc(OCc4cccc(F)c4)c(Cl)c3)c2c1,27.8,x,x,x,u,17.7%,3.5%
O=C(CC1CCOCC1)NCc1ccccc1F,-13.0,-5.5%,15.0%,-5.4%,-5.6%[12.5 µM],u,i
CC(C)CNC(=O)N1CCC(Cc2noc(C3CCOCC3)n2)C1 (stereo not given),0.6,-3.2%,1.8%,x,11.9%,-7.4%,i
CCc1ccccc1NC(=O)Cn1c(=O)n(Cc2ccco2)c(=O)c2sc3ccccc3c21,-19.9,x,x,x,-3.1%,-16.4%,x
CC(C)NC(=O)Cn1ccn2nc(-c3ccc(F)cc3)c(CO)c2c1=O,3.8,-9.5%,-5.7%,2.9%,2.2%,2.2%,-13.8%
COc1cccc(CN(C(=O)c2oc3cc(C)ccc3c2C)C2CCS(=O)(=O)C2)c1 (stereo not given),4.6,x,x,x,u,-22.7%,x
COc1cccc(S(=O)(=O)N2CCCCCCNC(=O)[C@@H]3CCC[C@@H]32)c1,2.7,-14.8%,-22.9%,10.4%,-18.8%,-20.5%,i
COc1ccc(NC(=O)N2c3ccccc3CC2c2nc(C(C)C)no2)c(OC)c1 (stereo not given),32.8,u,u,-10.6%,-14.2%,34.5%[activator],-6.6%
CC(C)CCC1(O)C(=O)C(C)(C)C(O[C@@H]2O[C@H](CO)[C@@H](O)[C@H](O)[C@H]2O)C(C)(C)C1O (stereo not given in full),2.3,x,x,x,-10.5%[23.9 µM],x,4.0%[27.3 µM]
CC(C)Cc1cc(C[C@@H]2C[C@H](NC3CCOCC3)C2(C)C)no1,-0.3,-8.6%[138 µM],-11.7%[172 µM],-4.7%[172 µM],-2.5%[87.6 µM],6.5%[87.6 µM],2.9%[88.5 µM]
Cc1ccc(-c2cc(C(=O)NCCc3ccccc3)c3ccccc3n2)cc1C,8.6,x,x,x,-3.6%,-36.2%,x
CSCCNC(=O)C1CN(c2cccc(Cl)c2)C(=O)N1 (stereo not given),4.0,-10.1%[138 µM],-17.1%[172 µM],-10.6%[172 µM],0.4%[87.6 µM],-6.3%[87.6 µM],i
COc1ccc(NC(=O)C2CCc3nnc(C4CC4)n32)cc1 (stereo not given),-5.3,-1.5%[138 µM],1.6%[172 µM],x,-2.7%[87.6 µM],-1.7%[87.6 µM],-14.4%[88.5 µM]
